# Assay outcomes from PubChem BioAssay.
# FAS TE block – inhibitors of human fatty acid synthase thioesterase domain; P49327; recombinant FAS-TE, OMFH fluorogenic substrate, fluorescence endpoint; inhibition, % at 15 µM; 0.67% of 360,000 active; AID 602261;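 active = compounds whose normalised, plate-corrected inhibition of enzyme fluorescence in the single-dose primary screen is 50% or more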;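 also: 0% = DMSO with enzyme and 100% = substrate without enzyme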
# MT1-MMP act inh – inhibitors of human MT1-MMP activation; P50281; HT1080 RFP-PRO-GFP cells, GFP/RFP ratio fluorescence, overnight; percent of plate control window, DMSO zero; GFP/RFP ratio change, % at 20 µM; 0.061% of 360,000 active;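 active = GFP/RFP ratio change of at least 30% with cell ATP level not reduced by more than half and red fluorescence within 50% of control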; also: strong numbers were not always called active
#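 Read-out: GFP/RFP fluorescence ratio; Test system: RFP-PRO-GFP reporter HT1080 cells; Compound dosing: single-point 20 µM compound, 1% DMSO; Times: overnight compound exposure at 37 °C.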
# Rin1 Abl inh – inhibitors of human Rin1-Abl protein interaction; inhibition, % at 7.35 µM; 0.4% of 360,000 active; TR-FRET Rin1/Abl binding, biochemical; P00519+Q13671; in the data active = inhibition above about 5%, passing the limit was not always enough
# eLon inh – inhibitors of E. coli Lon protease; 0.42% of 360,000 active; purified E. coli Lon protease, fluorescence polarization; inhibition, % at 7.94 µM; P0A9M0; AID 602123; in the data active = inhibition above about 13%, passing the limit was not always enough;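 also: 0% = enzyme with probe and DMSO and 100% = no enzyme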
# bovine MsrA act – bovine methionine sulfoxide reductase A activation. purified bovine MsrA, absorbance read-out. activation, % at 10.6 µM. 0.3% of 360,000 active. AID 602163; in the data active = activation above about 7.5%;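 also: 0% = vehicle and 100% = reference activator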
# Neddylation inh – cullin neddylation inhibition. P61081+Q13564. TR-FRET cullin neddylation, biochemical. calls only at 25 µM. 0.58% of 360,000 active; in the data active = inhibition above about 36%
# PABP1 MLLE inh – blocks PAM2 peptide binding to the PABP1 MLLE domain; P11940; GST-MLLE / FITC-PAM2 fluorescence polarization; inhibition, % at 20 µM; 0.36% of 360,000 active; AID 588489; in the data active = inhibition above about 35%, passing the limit was not always enough;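 also: plate controls were DMSO wells with GST-MLLE for no effect and wells lacking GST-MLLE protein for full effect; some results filed as inactive read as strong as hits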
# Target sequence (P11940 whole entry, looked up, the tested form may be a part): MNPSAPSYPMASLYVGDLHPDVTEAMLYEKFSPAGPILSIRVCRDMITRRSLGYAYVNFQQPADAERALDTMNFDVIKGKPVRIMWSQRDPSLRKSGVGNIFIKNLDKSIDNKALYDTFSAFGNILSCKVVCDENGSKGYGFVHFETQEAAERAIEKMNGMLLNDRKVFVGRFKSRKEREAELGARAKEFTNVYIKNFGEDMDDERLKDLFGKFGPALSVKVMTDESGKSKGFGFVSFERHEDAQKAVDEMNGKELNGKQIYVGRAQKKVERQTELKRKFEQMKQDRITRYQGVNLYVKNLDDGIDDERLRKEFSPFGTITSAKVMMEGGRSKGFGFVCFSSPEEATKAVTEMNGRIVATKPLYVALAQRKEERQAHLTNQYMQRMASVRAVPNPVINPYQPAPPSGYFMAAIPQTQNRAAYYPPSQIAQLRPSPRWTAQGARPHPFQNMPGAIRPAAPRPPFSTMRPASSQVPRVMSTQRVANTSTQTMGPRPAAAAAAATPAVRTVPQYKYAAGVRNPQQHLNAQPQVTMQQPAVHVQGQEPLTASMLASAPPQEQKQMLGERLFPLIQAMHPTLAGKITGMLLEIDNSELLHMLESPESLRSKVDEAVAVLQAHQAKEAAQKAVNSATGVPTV
# CendR NRP1 mod – modulators of CendR peptide binding to human neuropilin-1; O14786; 0.85% of 360,000 active; AID 602438; FAM-RPARPAR peptide binding to NRP-1, fluorescence polarization; inhibition, % at 25 µM;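 active = inhibition or corrected inhibition above about 18%, plus a signal ratio from 0.5 to 1.5, limit read from the data, passing the limit was not always enough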; also: strong numbers were not always called active
# SKN-1 block – C. elegans SKN-1 inhibition. C. elegans VP596 Pgst-4::GFP/RFP ratio, acrylamide-induced, 24 h. inhibition, % at 21.8 µM. 0.49% of 360,000 active. AID 624304;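 active = interference check ratio from 0.5 to 1.5 plus GFP to RFP signal ratio inhibition reaching or exceeding a fixed threshold, cut at about 30% in these data, passing the limit was not always enough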; also: some compounds called inactive have numbers as strong as hits
# An asterisk follows results filed as active; i = inactive; . = not tested or not shown; + = active, no number.
no.	SMILES	FAS TE block	MT1-MMP act inh	Rin1 Abl inh	eLon inh	bovine MsrA act	Neddylation inh	PABP1 MLLE inh	CendR NRP1 mod	SKN-1 block
1	N/C(Cc1ccc(Cl)cc1Cl)=N\OC(=O)Cc1ccc(Cl)cc1	10.5	1.6	0.1	-6.3	-1.2	i	4.3	14.6	12.5
2	Cc1cc(NC(=O)CN2CCCC2c2nc3ccccc3s2)no1 (configuration not stated)	-1.4	-2.4	5.4	-4.5	0.4	i	2.3	4.1	-8.0
3	CCn1c(C)[n+](Cc2ccccc2)c2ccc(C(=O)OC)cc21	-4.8	-1.5	3.0	-1.4	-12.7	i	-123.6	-0.9	-6.2
4	CC(=O)Nc1ccccc1P(=O)(c1ccccc1)c1ccccc1OC(C)=O (configuration not stated)	-2.9	-1.8	-0.4	8.7	-5.0	i	-18.9	-3.6	2.3
5	COc1ccccc1CC(=O)Nc1cccc(F)c1	-5.2	-0.1	5.6	-3.8	-6.5	i	-5.6	-3.0	3.7
6	CC(=O)Nc1cccc(-c2ccnc3c2CC(C(=O)NCc2cccs2)O3)c1 (configuration not stated)	-9.5	11.2	6.6	1.6	-1.9	i	8.8	-8.4	-15.2
7	CC(N=C1CC(C)(C)CC(=O)/C1=C(/O)CCCN1C(=O)c2ccccc2C1=O)C(=O)O (configuration not stated)	-4.9	-0.2	4.7	-4.2	-3.3	i	10.8	2.3	-3.3
8	O=C(CCN1C(=O)c2ccccc2S1(=O)=O)NCc1ccccc1Cl	2.0	2.9	0.3	4.2	-1.4	i	4.5	-0.4	-3.5
9	S=C(c1ccc(Br)cc1)N1CCN(Cc2ccccc2)CC1	16.4	4.2	5.2	0.7	-0.5	i	31.9	1.5	-5.8
10	Cc1ccc(C)c(CN2C(=O)c3ccccc3S(=O)c3ccc(C(=O)NCCCN4CCCC4)cc32)c1 (configuration not stated)	-3.9	0.1	1.5	-1.2	-1.0	i	-22.5	3.8	9.9
11	CCOc1c(OC)cccc1C1CC(=O)Nc2cc3c(cc21)OCCO3 (configuration not stated)	0.1	-3.6	1.0	-0.5	1.1	i	5.9	0.3	10.8
12	CCCN(CC(=O)Nc1ccccc1C)C(=O)C1CC(=O)N(c2ccccc2OCC)C1 (configuration not stated)	-7.1	-1.5	0.8	4.4	-3.3	i	-11.3	-1.8	19.9
13	S=c1c2[nH]cnc2ncn1CCSc1ncnc2nc[nH]c12	-1.1	2.5	-6.3	8.3	-1.4	i	21.7	9.6	-2.6
14	Cc1cccc(-c2oc3ccccc3c2-c2ccc3c(c2)OCO3)c1	23.9	2.2	2.5	9.5	-2.4	.	-11.7	-6.1	-5.1
15	CC1CCc2sc(C(=O)NC(C)C3CCCO3)cc2C1 (configuration not stated)	-3.0	1.2	3.0	-3.3	-2.2	i	0.7	6.4	6.8
16	Clc1ccc(OCCN2CCOCC2)cc1	-6.1	0.4	-2.1	8.0	1.5	i	0.7	-6.8	-0.3
17	CCc1noc(C)c1C(=O)Nc1cc(S(=O)(=O)N2CCCCC2)ccc1N(C)C	4.4	3.0	1.5	2.5	-9.5	i	20.3	3.7	-6.5
18	COc1ccc(Cl)cc1NC(=O)Cn1c(NCCO)nc2ccccc21	7.7	4.4	0.3	-8.6	-4.0	i	-1.2	-8.4	-4.0
19	S=C(NCc1cccs1)Nc1ccc(Cl)cc1	-2.0	-1.4	-1.9	-8.4	-9.9	i	-19.8	14.0	-4.7
20	COc1ccc(-n2ncc(N(C)n3cccc3)c(Cl)c2=O)cc1	-2.8	3.4	1.1	-5.0	-2.6	i	-5.0	0.5	0.0
21	COc1ccc(C(CNC(=O)c2sccc2C)N2CCOCC2)cc1 (configuration not stated)	-4.9	-0.4	-0.3	1.4	-1.9	i	27.1	-2.0	26.3
22	C=CCn1c(O)c(N=NC(=O)CNC(=O)/C=C/c2ccco2)c2ccccc21	2.9	3.3	0.6	-9.6	-5.8	i	4.5	-17.8	-1.9
23	COc1ccc(S(=O)(=O)N2CCN(C)CC2)c(C)c1	-4.8	1.6	4.6	-7.2	-5.2	i	-7.8	2.7	-11.4
24	COc1cc(OC)c2c(-c3cccc(-c4ccc(C(F)(F)F)cc4)c3)cc(=O)oc2c1	19.3	2.8	-2.8	-10.8	-6.8	i	1.8	10.0	7.6
25	O=C(Nc1ccccc1C(=O)N1CCOCC1)c1ccc([N+](=O)[O-])cc1	0.1	2.1	-1.7	4.0	-3.1	i	1.1	12.1	4.9
26	O=C(CSc1ccc(F)cc1)NC1CCCCC1	-10.9	-0.7	-0.7	4.3	-2.0	i	16.1	4.8	12.0
27	O=C(NC1CCCC1)C(c1ccccn1)N(C(=O)c1csnn1)C1CCCC1 (configuration not stated)	-5.9	-4.3	4.8	-4.0	-10.1	i	-12.9	-4.8	5.6
28	COc1ccc(NC(=O)Cc2ccc(C)c(C)c2)cc1Cl	10.3	2.2	1.9	7.0	-6.6	i	-26.3	5.3	-10.1
29	COC(=O)N/N=C/c1cc(N=Nc2ccccc2Cl)ccc1O	6.3	8.5	-5.4	-1.3	-4.5	i	5.9	-5.2	1.4
30	O=S(=O)(c1cccc(NC(=S)Nc2ccc(Br)cc2Cl)c1)N1CCOCC1	8.1	-2.8	-1.3	4.2	2.5	i	19.6	9.2	-12.2
31	CCn1c(Cn2nnc(-c3ccccc3)n2)nnc1SCC(=O)N1CCOCC1	-5.3	-0.3	-1.6	-2.6	-13.8	i	-8.0	7.6	-27.8
32	Cc1cc(C)n(CCc2nc(-c3ccco3)cs2)n1	-7.5	-3.2	-1.7	1.6	-1.3	i	10.9	-16.1	5.4
33	CC1CCCC(NC(=O)COC(=O)/C=C/c2ccc([N+](=O)[O-])cc2)C1C (configuration not stated)	2.3	2.6	2.2	-1.0	-2.5	i	8.7	1.8	-20.7
34	CCOC(=O)C1CCN(C(=O)C(=O)Nc2ccc3nc4n(c(=O)c3c2)CCCCC4)CC1	-0.9	-0.2	-1.3	-5.9	-3.9	i	21.1	-0.7	26.1
35	COc1ccc(C2CC(c3ccccc3OC(C)=O)=NN2C(=O)/C=C/c2ccccc2)cc1OC (configuration not stated)	41.7	-3.0	-3.5	1.3	-2.9	i	0.8	10.3	2.4
36	CNc1ncc(C(=O)c2ccccc2)s1	-7.5	0.7	-3.3	-0.7	-5.6	i	-3.2	-10.1	22.3
37	N#Cc1c2n(c3c(=O)n(Cc4ccccc4Cl)cnc13)CCCC2	31.7	-2.4	1.3	2.6	-1.7	i	20.5	-2.3	-6.2
38	CC1CCCN(c2ncnc3c2cnn3-c2ccccc2)C1 (configuration not stated)	10.7	-3.3	-2.8	-9.2	0.7	i	-11.5	-10.4	5.0
39	CC(C)N1CC2(CC(c3ccccc3F)=NO2)CN1C(=O)c1ccc(C(C)(C)C)cc1 (configuration not stated)	19.0	-2.9	1.8	-6.6	0.0	i	1.5	7.4	-9.5
40	NC(=O)CC(NC(=O)c1ccccc1)c1ccc(N2CCN(c3ccccc3)CC2)c([N+](=O)[O-])c1 (configuration not stated)	-9.9	13.0	-3.0	-4.8	2.4	i	8.1	-7.6	8.8

# Ordered by formula weight (high to low): 3 of the compounds above.
no.	SMILES	FAS TE block	MT1-MMP act inh	Rin1 Abl inh	eLon inh	bovine MsrA act	Neddylation inh	PABP1 MLLE inh	CendR NRP1 mod	SKN-1 block
34	CCOC(=O)C1CCN(C(=O)C(=O)Nc2ccc3nc4n(c(=O)c3c2)CCCCC4)CC1	-0.9	-0.2	-1.3	-5.9	-3.9	i	21.1	-0.7	26.1
39	CC(C)N1CC2(CC(c3ccccc3F)=NO2)CN1C(=O)c1ccc(C(C)(C)C)cc1 (configuration not stated)	19.0	-2.9	1.8	-6.6	0.0	i	1.5	7.4	-9.5
37	N#Cc1c2n(c3c(=O)n(Cc4ccccc4Cl)cnc13)CCCC2	31.7	-2.4	1.3	2.6	-1.7	i	20.5	-2.3	-6.2

# Following part:
no.	SMILES	FAS TE block	MT1-MMP act inh	Rin1 Abl inh	eLon inh	bovine MsrA act	Neddylation inh	PABP1 MLLE inh	CendR NRP1 mod	SKN-1 block
41	CCOc1ccc(C(Nc2ccc(C)cc2)P2(=O)OCC(C)(C)CO2)cc1 (configuration not stated)	-1.7	0.0	1.7	0.2	-3.9	i	5.2	10.0	-0.6
42	CCCCN(c1ccccc1)c1ncnc2nc[nH]c12	-7.0	-9.7	-0.9	-8.3	1.1	i	-1.3	4.1	4.0
43	Cc1cc(-n2c(C)cc(C(=O)COc3ccc(F)c(F)c3)c2C)no1	25.9	3.6	1.6	-6.8	-1.6	i	-23.5	11.0	0.2
44	COc1ccccc1N1CCN(S(=O)(=O)c2cccc(F)c2)CC1	14.7	-1.4	-4.3	7.6	-0.6	i	4.5	2.0	1.3
45	Cc1ccc(S(=O)(=O)N(C)CC(=O)NCCCn2nc(C)cc2C)cc1	-7.8	-2.6	1.7	2.2	-3.0	i	-12.4	-6.9	-6.1
46	CN(Cc1ccc(F)cc1)C(=O)CN1CCN(S(=O)(=O)c2ccc3c(c2)OCCCO3)CC1	1.3	2.9	1.9	-3.1	-1.4	i	-31.1	8.2	12.6
47	CCOc1ccc(NC(=O)Nc2cc(C)on2)cc1	-4.1	1.9	0.2	3.8	2.6	i	-2.4	5.6	5.6
48	COCCn1c(SCC(=O)Nc2ccccc2OC)nnc1-c1ccco1	-2.2	-3.1	0.1	-5.4	-1.2	i	-1.7	-5.3	2.0
49	Cc1cc(-c2c(C(=O)N3CCOCC3)c(C)nn2-c2cccc(C(F)(F)F)c2)no1	-0.3	2.1	-2.4	5.9	-2.7	i	0.8	-8.7	-10.6
50	COc1ccc(Cl)cc1NC(=O)CN(C)CC(=O)Nc1ccccc1C(F)(F)F	8.9	0.2	3.2	3.9	-1.4	i	-12.7	-18.0	-9.1
51	Clc1ccc2c(-c3ccccc3)nc(-c3cccs3)nc2c1	-0.1	4.1	.	-3.8	-2.7	i	.	4.9	7.4
52	CCN1CCN(c2ccc(Nc3ccnc4ccccc34)cc2)CC1	-7.5	-2.4	-8.9	6.6	-8.3	i	10.9	-19.0	-4.3
53	O=C(O)CC1SC(N/N=C/c2ccc(Br)cc2)NC1=O (configuration not stated)	-6.5	-1.2	-0.9	-2.5	-5.5	i	-21.5	0.5	-3.4
54	COc1ccc(C2=NS(=O)(=O)N(C)C(C(=O)Nc3ccc4c(c3)OCO4)=C2)cc1OC	9.4	6.1	-0.8	1.5	-3.7	i	1.8	-8.1	-2.9
55	O=C(NCCO)c1ccc2c3n(nc2c1)-c1ccccc1CO3	-10.6	4.1	1.1	-2.1	-3.0	+	-32.6	9.6	2.8
56	O=C(CCN1C(=O)COc2ccccc21)NCCCN1CCCC1	-6.2	-6.6	1.0	-9.1	-9.8	i	-10.4	5.8	5.4
57	CCOC(=O)N1CCN(C(=O)c2cc3ccc(OC)cc3[nH]2)CC1	-4.1	7.4	0.9	-2.0	-2.5	i	-1.0	-0.7	-8.2
58	Cc1cccc(NC(=O)NNC(=O)c2ccc3ccccc3c2O)c1	-11.4	2.3	1.5	-6.4	-5.8	.	-2.4	17.7	9.1
59	Cc1nn(C)cc1C(=O)Nc1cc(Oc2ccc(Cl)cc2)cc([N+](=O)[O-])c1	3.8	4.1	1.6	3.2	-2.6	i	2.3	-14.5	15.8
60	O=C(NC1=NCCS1)c1ccc(Cl)c(S(=O)(=O)N2CCOCC2)c1	-2.8	0.2	1.9	12.5	-4.6	i	-4.8	12.1	6.2
61	Cc1ccc(S(=O)(=O)NC(N)=NCCc2ccc(Cl)cc2)cc1	12.8	3.7	-3.3	5.3	0.5	i	-0.5	2.1	4.6
62	CCN(C(=O)CN1C(=O)c2ccccc2S1(=O)=O)C1CCCCC1	-8.0	1.8	-1.6	-0.4	-3.5	i	-6.8	8.0	12.7
63	CCOC(=O)N1CCC(Nc2ncnc3c2cnn3-c2ccc(C)cc2C)CC1	0.7	-3.7	3.2	-4.3	-0.6	i	-10.6	-23.3	-11.6
64	CCN(CC)c1ccc(/C=N/NC(=O)CNC(=O)c2ccc3c(c2)OCCO3)cc1	-2.5	-1.0	-4.4	-5.9	-12.1	.	-3.0	-1.0	15.3
